# High-throughput results as filed in PubChem.
# ASAP1 inh – ASAP1 ArfGAP inhibition; inhibition, % at 16.5 µM; actives 0.19% (n = 360,000); ASAP1-stimulated ARF1 GTP hydrolysis, GDP FP detection; in the data active = inhibition above about 25%;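 also: 0% = vehicle with enzyme and substrate and 100% = no enzyme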
# Target sequence (Q9ULH1 325-724 limits assumed): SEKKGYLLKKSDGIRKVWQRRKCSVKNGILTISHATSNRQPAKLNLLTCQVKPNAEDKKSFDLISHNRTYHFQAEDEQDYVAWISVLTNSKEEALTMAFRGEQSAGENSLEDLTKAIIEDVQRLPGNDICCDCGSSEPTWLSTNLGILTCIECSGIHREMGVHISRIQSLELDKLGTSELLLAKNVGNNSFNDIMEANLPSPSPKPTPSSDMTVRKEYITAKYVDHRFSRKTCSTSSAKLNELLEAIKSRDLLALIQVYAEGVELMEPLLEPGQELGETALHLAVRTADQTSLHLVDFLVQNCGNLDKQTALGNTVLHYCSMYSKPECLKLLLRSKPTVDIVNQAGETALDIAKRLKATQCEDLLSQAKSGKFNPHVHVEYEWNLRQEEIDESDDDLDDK
# NPR1 activator – GC-A (human) enzyme activation. actives 0.14% (n = 370,000). activation, % at 10 µM. HEK293 GC-A cells, cGMP TR-FRET, EC30 ANP; 0% at EC30 ANP, 100% saturating ANP. P16066; in the data active = activation above about 40%
# GC-B act – GC-B (human) receptor activation; actives 0.11% (n = 370,000); HEK293-GC-B cells, CNP EC30, cGMP TR-FRET; 0% at EC30 CNP, 100% saturating CNP; P20594; activation, % at 10 µM; AID 1920062;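 active = activation at 10 µM reaching about 35% in either raw or pattern-adjusted values, limit read from the data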
# rCAG binder – binds r(CAG) RNA repeats; r(CAG) RNA repeat, TO-PRO-1 dye displacement fluorescence; AID 651821; actives 1.3% (n = 370,000); inhibition, % at 3 µM;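 active = inhibition above the plate cutoff, the mean of all test compounds on that plate plus 3 SD, cut at about 35% in these data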;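 also: 0% = DMSO alone and 100% = 100 µM mitoxantrone as full dye displacement; higher means more dye released from RNA so lower well fluorescence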
# HGIII-sPLA2 inh – Blocks human group III sPLA2 activity | QFRET BODIPY PC-A2 liposome hydrolysis, fluorescence | AID 743126 | Q9NZ20 | inhibition, % at 12.2 µM | actives 0.56% (n = 370,000);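 active = inhibition above mean plus 3 SD of compounds lying within the high and low control bounds, cut at about 19% in these data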;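 also: 0% = median of test compound wells and 100% = no enzyme DMSO wells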
# Target sequence (Q9NZ20 whole entry, looked up): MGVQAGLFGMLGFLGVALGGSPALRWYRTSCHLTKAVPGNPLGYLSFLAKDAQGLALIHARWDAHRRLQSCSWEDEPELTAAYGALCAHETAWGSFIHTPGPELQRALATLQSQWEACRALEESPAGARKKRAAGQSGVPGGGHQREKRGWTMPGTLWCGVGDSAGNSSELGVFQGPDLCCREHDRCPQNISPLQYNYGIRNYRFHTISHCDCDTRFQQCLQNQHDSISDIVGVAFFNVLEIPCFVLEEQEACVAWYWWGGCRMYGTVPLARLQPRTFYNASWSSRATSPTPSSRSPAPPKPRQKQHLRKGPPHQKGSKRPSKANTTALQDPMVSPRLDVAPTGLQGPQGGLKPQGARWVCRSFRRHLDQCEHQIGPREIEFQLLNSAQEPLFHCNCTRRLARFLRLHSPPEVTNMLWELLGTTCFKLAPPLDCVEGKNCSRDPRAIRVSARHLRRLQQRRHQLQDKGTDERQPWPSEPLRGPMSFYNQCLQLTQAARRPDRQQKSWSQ
# Tn6 DDE FP – disrupts Tn6 cyclic peptide binding to fibrin D-Dimer-E complex; Fibrin DD(E) TRITC-Tn6 fluorescence polarization displacement; actives 0.21% (n = 370,000); P02675; inhibition, % at 8.3 µM;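 active = inhibition above a per-campaign cutoff: mean of compounds within control limits plus 3 SD, cut at about 15% in these data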;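 also: 0% = median of all compound wells on the plate and 100% = blocking peptide control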
# ARFGAP1 inh – rat ARFGAP1 inhibition; Arfgap1-stimulated ARF1 GTP hydrolysis, GDP FP detection; inhibition, % at 16.5 µM; actives 0.26% (n = 360,000); AID 651572;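 active = inhibition above a per-plate limit, mean inhibition of low control wells plus 3 SD, cut at about 25% in these data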;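 also: 0% = DMSO wells with enzyme and 100% = wells lacking Arfgap1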
# Target sequence (Q62848 1-136 limits assumed): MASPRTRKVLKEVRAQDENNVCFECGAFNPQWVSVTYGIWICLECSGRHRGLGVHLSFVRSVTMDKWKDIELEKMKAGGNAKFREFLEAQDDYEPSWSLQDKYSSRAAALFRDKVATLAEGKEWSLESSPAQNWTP
#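 Material: truncated rat Arfgap1 GAP domain; Incubation: compound-enzyme preincubation 20 min, reaction 120 min, detection 60 min, 25 °C; Read-out: percent inhibition of Arfgap1-stimulated GTP hydrolysis; Technique: FP, GDP Alexa 633 tracer displaced from anti-GDP antibody, 620/688 nm; Controls: No-Arfgap1 wells (100%) versus DMSO full-reaction wells (0%); Replication: single well per compound.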
# KLK7 zymogen act – proKLK7 (human) activation, primary screen; purified proKLK7, EDANS-DABCYL substrate fluorescence; 100% is mature enzyme control, 0% vehicle; activation, % at 7 µM; actives 0.9% (n = 370,000); AID 652039;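 active = activation above the mean of all tested compounds plus 3 SD, computed per campaign excluding outliers beyond control limits, cut at about 13% in these data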
# ADAM10 inh – inhibitors of human ADAM10; inhibition, % at 7 µM; O14672; actives 0.62% (n = 370,000); recombinant ADAM10, EDANS/DABCYL FRET peptide cleavage, 3 h;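 active = inhibition above a per-campaign cutoff equal to the mean of compounds falling between control-based bounds plus 3 SD, cut at about 20% in these data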;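 also: 0% = DMSO wells while the 100% control is not disclosed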
# GAA850 FXN act – activators of GAA850 frataxin (FXN) promoter; HEK293 lucGAA850 FXN promoter luciferase reporter, 24 h; percent of 10 µM SAHA response; activation, % at 6 µM; actives 0.56% (n = 360,000); AID 540364;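 active = activation above the average of all compounds screened plus 3 SD, cutoff fixed separately per campaign, cut at about 7.5% in these data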;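 also: 0% = DMSO wells and 100% = 10 µM SAHA wells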
# Starred values were filed as active, the others as inactive; i = inactive.
SMILES,ASAP1 inh,NPR1 activator,GC-B act,rCAG binder,HGIII-sPLA2 inh,Tn6 DDE FP,ARFGAP1 inh,KLK7 zymogen act,ADAM10 inh,GAA850 FXN act
CCOC(=O)C1CCCN(C(=O)c2ccc3c(c2)NC(=O)C(N2CCOCC2)S3)C1 (stereo not drawn),-4,6,9,0,5,1,-7,-0.5,5,3.0
O=C(c1cccc(Cl)c1)N1CCC2CC1c1cc(-c3ccc(F)cc3)ccc12 (stereo not drawn),10,5,-3,5,-4,-1,-19,0.6,-1,1.9
N#C/C(=C/c1ccc(F)cc1)c1nc(CCN2C(=O)c3ccccc3C2=O)cs1,10,-3,-2,1,1,0,8,0.4,-3,-1.4
Cc1ccn2c(NC3CCCCC3)c(C)nc2c1,3,-11,-1,-2,9,-2,3,-0.5,-14,-1.7
O=C(Nc1ccc(C(=O)NCCCN2CCN(c3ccc(F)cc3)CC2)cc1)C1=CSCCO1,10,0,-9,-8,-3,-7,-4,-0.3,4,1.8
c1ccc2c(c1)nc(-c1ccncc1)n2CCNc1nc(CN2CCCCC2)cs1,-18,0,-1,1,4,1,-7,-0.3,-4,-0.4
CN(Cc1cccs1)C(=O)CSc1nc2ccccc2[nH]1,9,3,-4,-2,4,-8,6,1.0,3,2.2
Cc1cccc(NC(=O)C2CCN(S(=O)(=O)c3c(C)noc3C)CC2)c1,-14,1,-5,0,-6,2,-5,-0.1,2,5.1
COc1ccc(/C=N/NC(=O)c2cccnc2)cc1CN1CCc2ccccc2C1,-2,-2,2,-1,1,-5,4,0.5,-6,-1.1
Cc1ccc(-c2nn(-c3ccccc3)cc2/C=N/NC(=O)c2ccc3c(c2)OCO3)cc1,-15,0,6,5,7,7,3,0.5,1,-0.3
CC(=O)c1c(O)cc(=O)oc1-c1ccc(C)cc1,15,3,3,17,-4,-2,-6,0.4,11,-0.1
COc1ccc(Cl)cc1NC(=O)c1cccc(NC(=O)CCC(=O)O)c1,-5,3,5,11,6,7,3,-0.2,-4,1.4
O=C(NCc1ccc(Cl)cc1)c1cc(-c2cccs2)on1,11,2,2,12,4,-2,16,-0.8,-4,-1.2
CC[C@]1(C(=O)OC)[C@H]2C(=O)N(C)C(=O)[C@H]2[C@H]2CN(C)C(=NC)N21,5,0,-2,0,2,-2,8,0.8,-6,0.1
CCOc1ccc(C(=O)Nc2cccc(SC)c2)cc1,7,5,-2,-5,7,-4,3,-0.4,0,6.1
CCOc1ccc(NC(=O)CSc2nnc(-c3ccccc3)n2N)cc1,2,-1,-1,0,3,-8,-5,-0.3,10,-2.2
CCc1ccc(CN2CCC(Oc3cc(C(=O)NC4CC4)ccc3OC)CC2)cc1,3,0,-8,-1,5,0,6,0.4,-12,2.5
Cc1nc2ccc(NC(=O)c3cccc(S(=O)(=O)N4CC(C)OC(C)C4)c3)cc2s1 (stereo not drawn),-8,2,-5,9,-17,1,15,0.4,10,1.4
CCOC(=O)N1CCC(Nc2nc3ccccc3n3cnnc23)CC1,2,-3,1,1,8,1,15,-0.2,0,-0.2
O=C(Nc1cccc2ccccc12)c1cccc([N+](=O)[O-])c1,-4,4,-1,-1,-4,2,-6,-0.3,3,0.1

# The final two compounds of the section before are carried over, then new ones follow:
SMILES,ASAP1 inh,NPR1 activator,GC-B act,rCAG binder,HGIII-sPLA2 inh,Tn6 DDE FP,ARFGAP1 inh,KLK7 zymogen act,ADAM10 inh,GAA850 FXN act
CCOC(=O)N1CCC(Nc2nc3ccccc3n3cnnc23)CC1,2,-3,1,1,8,1,15,-0.2,0,-0.2
O=C(Nc1cccc2ccccc12)c1cccc([N+](=O)[O-])c1,-4,4,-1,-1,-4,2,-6,-0.3,3,0.1
COc1ccc(CCN(C)C(=O)Cn2c(=O)oc3ccccc32)cc1OC,-6,0,5,-1,-1,-3,-4,-0.5,-5,3.4
O=C(CN1C(=O)NC(c2ccccc2)(c2ccccc2)C1=O)NCc1ccc(F)cc1,13,-2,-5,2,-10,-4,7,0.3,6,-0.7
Cc1cc(C(=O)Nc2ccc(CC(=O)O)cc2)c(C)o1,-9,5,-1,4,3,2,-1,-0.4,-12,-5.2
COC(=O)c1oc2ccc(Br)cc2c1NC(=O)CCN1CCOCC1,-4,1,1,0,1,1,-4,-0.4,-4,1.4
Cc1ccc(CNC(=O)CN(c2ccc(Cl)cc2)S(C)(=O)=O)cc1,-11,-1,-4,-4,-5,2,3,-0.8,-2,0.9
COC(=O)c1cccc(NC(=O)NC(=O)c2ccccc2Cl)c1,0,2,1,-4,8,2,2,0.2,-2,3.2
Cc1csc(SCC(=O)Nc2cccc(C)c2C)n1,1,4,-4,3,5,-2,20,-0.7,-9,0.7
COc1ccc(CNc2n[nH]c(NCc3ccc(OC)c(OC)c3)n2)cc1OC,3,4,1,-3,-5,3,8,0.3,-3,1.4
Cc1ccc(S(=O)(=O)c2c(N)n(NC(=O)c3ccccc3C)c3nc4ccccc4nc23)cc1,9,-3,4,36*,-44,-15,2,-0.1,i,-2.6
Cc1ccc(S(=O)(=O)Nc2ccc(O)c(S(=O)(=O)c3ccc(C)cc3)c2)cc1,9,4,2,14,-21,-3,-14,0.0,1,-1.2
COc1cccc2cc(C(=O)OCC(=O)NC3CCCC(C)C3C)c(=O)oc12 (stereo not drawn),0,3,-2,5,2,9,5,-0.2,-13,2.1
CC(C)C(NC(=O)c1ccc(F)cc1)C(=O)N1CCN(C(=O)c2ccco2)CC1 (stereo not drawn),0,-1,6,-3,14,7,7,0.3,-16,0.0
CC(C)OCCCn1c(SCC(=O)N2CCCC2=O)nc2ccccc2c1=O,-10,2,10,-7,-3,-5,-4,0.3,-8,1.5
CC#CCN1c2ccccc2[C@]23C[C@@H](C(=O)OC)N(C(=O)NC4CCCCC4)C2=NC(C(=O)OC)=C(C(=O)OC)[C@H]13,15,-7,-7,2,4,1,3,-0.8,0,2.4
Cc1ccc(CNC(=O)CCc2nc3ccccc3c(=O)[nH]2)cc1,-3,-6,-2,0,2,0,-6,-0.1,8,0.8
Cc1c(CN2CCN(C)C(CCO)C2)[nH]c2c(Cl)cccc12 (stereo not drawn),11,-2,0,-4,-5,-1,-6,-0.1,4,1.0
C[n+]1ccn(CC(=O)c2ccc(Br)cc2)c1,6,2,2,6,-1,5,1,0.2,1,-0.2
CCn1c2ccccc2c2cc(/C=N/n3cn[nH]c3=S)ccc21,11,-9,-6,21,-2,-6,0,8.6,-65,-17
Cc1ccc(-c2nc(SCC(=O)N(C)c3c(N)n(Cc4ccccc4)c(=O)[nH]c3=O)n[nH]2)cc1,-13,0,3,-2,-6,3,-2,0.0,-4,0.9
COc1ccccc1CNC(=O)C1CCC(CNS(=O)(=O)c2ccc(C)cc2)CC1 (stereo not drawn),1,3,6,2,-10,-4,2,0.3,0,0.7
Cc1csc(NC(=O)c2ccc(Cn3nc(C)c(Br)c3C)o2)n1,-7,27,20,6,-10,0,6,1.3,6,-0.5
CCOC(=O)c1cnn2c(C(F)(F)F)cc(-c3ccco3)nc12,8,8,2,-3,3,-2,-7,31*,i,0.5
O=C(NCCN1CCCCC1)c1ccc(/C=N/O)nc1,1,2,4,-1,6,0,1,-0.2,18,-0.5
Cc1ccc(/C=N\NC(=O)C2CN(S(=O)(=O)c3ccccc3)CCN2S(=O)(=O)c2ccccc2)cc1 (stereo not drawn),-1,4,4,8,-14,-6,-10,0.5,8,-4.0
O=C1CCC(C(=O)N2CCN(c3ccccc3)CC2)CN1Cc1ccc(Cl)cc1 (stereo not drawn),1,-1,0,-1,-3,1,2,-0.6,-5,0.3
Cc1cc(N/C(=N\S(=O)(=O)c2ccc(F)cc2F)c2ccccc2)no1,6,2,6,5,5,0,-4,-0.2,-4,-0.5
Cc1cccc(C(=O)Oc2ccc(/C=N/NC(=O)c3ccc(O)cc3)cc2)c1,11,5,0,7,-16,12,-2,0.1,4,0.5
Cc1ccc2c(c1)C1CN(C)CCC1N2CC(=O)N(C)c1ccccc1 (stereo not drawn),-9,3,0,-1,6,3,0,-0.6,4,0.9
O=C1Cc2cc(O)ccc2O1,0,-2,-2,6,1,-4,-2,1.9,-5,-0.5
CCN1C(=O)/C(=C\N2CCN(c3ccc(F)cc3)CC2)SC1=S,-1,-31,-16,-3,3,-9,-4,-1.2,1,-0.9
Cc1ccc(S(=O)(=O)N(C)Cc2ccc(C(=O)NN=C(CC(C)C)CC(C)C)cc2)cc1,-14,3,3,1,-1,-3,-3,-0.2,6,-1.3
O=C(COc1ccc(F)c(Cl)c1)NC(=O)NC1CCCC1,-6,4,4,0,-5,-4,8,0.1,0,0.3
CCCOc1ccc(N2C(=O)CC(N3CCN(S(=O)(=O)c4ccccc4)CC3)C2=O)cc1 (stereo not drawn),6,0,6,-3,-20,5,4,0.3,-11,-4.2
Cc1ccsc1/C=N/NC(=O)c1ccc(Cn2cc(Br)cn2)o1,-11,-2,-3,0,3,-7,2,0.2,-13,4.0
Cc1ccnc(NC(=O)COc2ccc3c(c2)CCC3)c1,5,4,2,-5,0,2,4,0.0,1,4.3
CN(C)c1ccc(/C=N/NC(=O)c2cccc(C(=O)N/N=C/c3ccc(N(C)C)cc3)n2)cc1,-5,2,2,1,0,5,0,-0.7,7,4.1
CC(C)c1ccc(C2OCCCO2)cc1,-2,1,1,4,12,-1,7,-0.5,-8,0.5
CSc1ccc(/C=N/Nc2nc(C)cc(=O)[nH]2)cc1,0,-8,-11,5,-4,-11,-9,1.2,-32,1.1
CC(Oc1ccccc1[N+](=O)[O-])C(=O)N/N=C/c1ccoc1 (stereo not drawn),-3,-1,-2,7,3,8,5,1.1,-1,1.6
COc1ccc(-c2ccc(NCCC3=CCCCC3)nn2)cc1OC,-4,3,6,-6,-2,-7,7,-1.1,-4,0.4
CCOC(=O)N1CCN(C(c2ccc(F)cc2)c2sc3nc(C)nn3c2O)CC1 (stereo not drawn),-1,6,0,1,2,2,6,-0.6,-7,-0.8
Cc1nn(CCS(=O)(=O)c2ccc(Cl)cc2)c(C)c1Br,3,-3,1,-6,-7,-2,-10,0.1,-5,0.5
CC1(C(=O)Nc2cccc(NS(C)(=O)=O)c2)CCN1CCc1ccccc1 (stereo not drawn),5,7,4,5,-2,0,-6,-0.4,-13,-3.2
CN(Cc1nc(-c2cccs2)no1)CC1(N2CCOCC2)CCCCC1,-8,-2,-5,-6,-8,2,6,-0.1,6,0.1
CCOc1ccccc1CN1CCN(Cc2cccc3c2OCO3)CC1CCO (stereo not drawn),-5,-11,-4,-11,-7,-6,8,0.2,-1,-2.6
CCC(C)NC(=O)/C=C1\Sc2ccccc2NC1=O (stereo not drawn),-13,-4,0,-1,-2,5,4,-0.2,-12,2.9
Cc1ccnc(SCC(=O)N2CCC(C(N)=O)CC2)n1,-6,8,4,0,0,11,-5,-0.3,-8,-0.4

# Full records, looked up by structure. Order of screens: ASAP1 inh	NPR1 activator	GC-B act	rCAG binder	HGIII-sPLA2 inh	Tn6 DDE FP	ARFGAP1 inh	KLK7 zymogen act	ADAM10 inh	GAA850 FXN act
# `Cc1csc(SCC(=O)Nc2cccc(C)c2C)n1` reads 1	4	-4	3	5	-2	20	-0.7	-9	0.7
# `CSc1ccc(/C=N/Nc2nc(C)cc(=O)[nH]2)cc1` reads 0	-8	-11	5	-4	-11	-9	1.2	-32	1.1
